Compound activity: PubChem BioAssay, National Center for Advancing Translational Sciences (NCATS)
USP1 inh: blocks the human USP1/UAF1 deubiquitinase complex | AID 743255 | 390,000 compounds, 0.23% hits | O94782 | recombinant USP1/UAF1, Ub-Rhodamine cleavage fluorescence | Potency, µM (series often up to 57.1 µM), inactives show at the top dose activity change, negative = inhibition, most hits filed as inhibitors; further: potency means the concentration at half of the fitted maximal effect; on the % scale 0 is the no-effect control and ±100 the full control effect; nearly all actives have a fitted effect of over 60% in size; inactives centre near -12
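In this screen, compounds sit with the deubiquitinase complex (1nM) for 15 min at room temperature before Ub-Rho is added at 150nM final. Fluorescence rise is then followed for 6 reads every 60 seconds.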
Vif-APOBEC3F blk: blocks the Vif interaction with APOBEC3F. 390,000 compounds, 0.2% hits. Potency, µM (top dose mostly 46.1 µM), for inactives: at the top dose activity, negative = active. HeLa A3F-eYFP + Vif (tagged APOBEC3F with the HIV-1 protein that degrades it), YFP fluorescence increase; further: potency means the concentration at half of the fitted maximal effect; % of control where 0% means no effect; nearly all actives have a fitted effect of over 65% in size
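HeLa cells stably expressing A3F-eYFP plus Vif, plated and incubated overnight at 37 deg C, then exposed to compounds overnight at 37 deg C. Blocked degradation read as raised yellow fluorescence (Ex 488/Em 500-530).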
GRP78 ERSR act: induces the endoplasmic reticulum stress response in human glioma cells. U87-MG GRP78 promoter luciferase reporter, 16 h. Potency, µM, for the others: at the highest dose activation, hits mostly activators. 420,000 compounds, 0.02% hits. AID 602332; further: potency means the concentration at half of the fitted maximal effect; series mostly up to about 76 µM; % of control where 0% means no effect; nearly all actives have a fitted effect of over 35% in size
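ERSR induction read as luciferase luminescence (Bright-Glo, 10 min at room temperature) in stably transfected human U87-MG glioma cells exposed to compounds for 16 h, using GRP78 as sensor.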
LDHA block: inhibitors of human lactate dehydrogenase A; purified LDHA, NADH/diaphorase-resazurin fluorescence; active compounds read low; activity change, % (values are at about 110 or 230 µM); 480,000 compounds, 0.15% hits; in the data active means activity change below about -30%; inconclusive means mostly about -25% to -30%;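 further: plate controls were DMSO wells for no effect and wells without enzyme for full effect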
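Resorufin fluorescence (ex540/em590), read at 0 and 20 min after diaphorase/resazurin addition, reports the NADH left after a 5 min room-temperature reaction of 2 nM human LDH5 with 0.06 mM NADH and 0.2 mM pyruvate.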
rTrxR1 inhibitor: blocks rat thioredoxin reductase 1 | Potency, µM (highest dose often 114 µM), inactives show at the highest dose activity change, negative = inhibition, most hits filed as inhibitors | 390,000 compounds, 1% hits | recombinant rTrxR1, NADPH fluorescence consumption, selenite substrate | O89049; further: potency means the concentration at half of the fitted maximal effect; on the % scale 0 is the no-effect control and ±100 the full control effect; nearly all actives have a fitted effect of over 65% in size
Target sequence (O89049 whole entry, looked up): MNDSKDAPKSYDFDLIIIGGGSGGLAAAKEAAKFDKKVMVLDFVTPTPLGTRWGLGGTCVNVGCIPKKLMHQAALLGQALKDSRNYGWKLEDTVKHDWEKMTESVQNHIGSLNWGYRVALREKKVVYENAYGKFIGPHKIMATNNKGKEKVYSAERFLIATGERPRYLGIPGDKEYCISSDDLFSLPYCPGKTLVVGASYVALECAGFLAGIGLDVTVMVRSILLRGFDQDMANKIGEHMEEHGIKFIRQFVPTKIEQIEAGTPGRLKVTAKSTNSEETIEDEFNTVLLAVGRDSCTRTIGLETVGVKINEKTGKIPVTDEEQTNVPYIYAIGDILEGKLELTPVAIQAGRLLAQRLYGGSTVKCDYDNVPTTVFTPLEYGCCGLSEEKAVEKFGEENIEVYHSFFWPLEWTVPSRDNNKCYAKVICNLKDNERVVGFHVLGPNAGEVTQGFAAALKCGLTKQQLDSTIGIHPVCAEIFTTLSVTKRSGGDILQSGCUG
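Rat TrxR1 (90 nM in the dispensed reagent) was pre-reduced with 400 uM NADPH for 5 min at room temperature, then incubated with compound for 15 min. After 400 uM selenite was added, NADPH fluorescence (Ex 340/Em 450 nm) was followed for 8 min.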
IDH1 R132H inh: blocks human mutant IDH1 R132H enzyme; 390,000 compounds, 0.093% hits; IDH1-R132H enzyme, NADPH consumption, diaphorase/resazurin fluorescence; O75874; Potency, µM (series often up to 76.6 µM), without a hit: at the top dose activity change, negative = inhibition, usual class: inhibitors; further: potency means the concentration at half of the fitted maximal effect; on the % scale 0 is the no-effect control and ±100 the full control effect; nearly all actives have a fitted effect of over 65% in size
Target sequence (O75874 whole entry R132H, stated change not applied): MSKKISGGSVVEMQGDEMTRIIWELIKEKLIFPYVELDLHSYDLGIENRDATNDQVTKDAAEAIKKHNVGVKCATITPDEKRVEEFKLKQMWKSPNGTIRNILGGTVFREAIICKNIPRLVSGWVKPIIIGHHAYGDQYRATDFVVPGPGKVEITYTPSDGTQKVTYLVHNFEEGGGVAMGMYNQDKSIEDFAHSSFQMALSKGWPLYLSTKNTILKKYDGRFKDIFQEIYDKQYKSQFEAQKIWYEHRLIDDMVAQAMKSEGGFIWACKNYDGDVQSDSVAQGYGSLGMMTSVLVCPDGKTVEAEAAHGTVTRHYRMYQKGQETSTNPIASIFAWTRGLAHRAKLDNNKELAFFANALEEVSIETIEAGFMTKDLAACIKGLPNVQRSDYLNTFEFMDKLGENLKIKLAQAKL
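IDH1-R132H (0.5 ug/mL dispensed) in pH 7.5 Tris buffer was preincubated 30 min with compound, then given a substrate mix of 0.016 mM NADPH and 2 mM alpha-KG for 80 min at room temperature; remaining NADPH was read by diaphorase/resazurin fluorescence.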
RGS4 inhibitor: human RGS4 inhibition | AID 504845 | Transcreener GDP fluorescence polarization, RGS4-accelerated GTP hydrolysis | 390,000 compounds, 0.039% hits | P49798 | Potency, µM (doses to about 114 µM), inactives show top-dose activity change, negative = inhibition, actives largely listed as inhibitors; further: potency means the concentration at half of the fitted maximal effect; on the % scale 0 is the no-effect control and ±100 the full control effect; nearly all actives have a fitted effect of over 75% in size; some results filed as inactive show a strong effect at the top dose
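MLSMR compounds (23 nl, pin-transferred) preincubated 10 min at room temperature with a 500nM (2x) first reagent, then RGS4 at 900nM (2x) plus Transcreener GDP mix added; fluorescence polarization (620/688 nm) read before and after 90 min at 30 °C.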
Vif-APOBEC3G blk: blocks the Vif interaction with human APOBEC3G; Q9HC16; 410,000 compounds, 0.076% hits; AID 602310; Potency, µM (doses to about 46.1 µM), for inactives: at the top dose activity, negative = active, most hits filed as inhibitors; HeLa A3G-eYFP + Vif (tagged APOBEC3G with the HIV-1 protein that degrades it), YFP fluorescence, overnight;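 further: potency means the concentration at half of the fitted maximal effect; on the % scale 0 is the no-effect control and ±100 the full control effect; nearly all actives have a fitted effect of over 60% in size; hits raise eYFP signal because A3G escapes Vif-driven loss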
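HeLa cells stably expressing Vif and C-terminally eYFP-tagged A3G, seeded overnight at 37 deg C, then exposed to compound by pintool overnight at 37 deg C. Rise in yellow fluorescence (Ex 488/Em 500-530, Acumen) marks blocked Vif-driven A3G degradation.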
TrxR1 substrate: rat thioredoxin reductase 1 substrate activity. 390,000 compounds, 0.01% hits. Potency, µM (top dose mostly 114 µM), inactives show at the highest dose activity change, negative = substrate turnover. purified TrxR1 substrate turnover, NADPH consumption readout. AID 588456. O89049; further: potency means the concentration at half of the fitted maximal effect; on the % scale 0 is the no-effect control and ±100 the full control effect; nearly all actives have a fitted effect of over 50% in size
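Rat TrxR1, dispensed at 90 nM, was prereduced with 400 uM NADPH (final) for 5 min at ~22 deg C, then incubated with compound 15 min before 400 uM selenite. A first-read NADPH fluorescence drop versus no-compound background flagged substrates.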
* hit, by the source's call; ? = inconclusive; . = not tested or not shown; & = joins results of further samples; [ ] = dose if it differs, or a comment. Unless noted, the call rests on the fitted dose curve; in most records, active means well fitted curve in the direction sought with a large enough effect; inconclusive means small, poorly fitted or top-dose-only effect, or another doubt; inactive means no such curve, though single readings can be large; an effect the other way counts as inactive or inconclusive. The list is partial, so the mix of outcomes need not match the whole.

SMILES | USP1 inh | Vif-APOBEC3F blk | GRP78 ERSR act | LDHA block | rTrxR1 inhibitor | IDH1 R132H inh | RGS4 inhibitor | Vif-APOBEC3G blk | TrxR1 substrate
COc1ccc(-c2nnc(SCC(=O)OC3CCCCC3)o2)cc1OC | -13% | 1% | ? | 2 | 4% | 12% | 11% | -5% | -2%
C=CCN(CC=C)C(=O)C[n+]1ccc(C(N)=O)cc1 | -23% | -24% | -4% | -1 | 26% | -2% | 13% | -2% | 6%
Cc1ccccc1CS(=O)(=O)c1snnc1C | -12% | -10% | -4% | -15 | -5% | 18% | 36% | 2% | -5%
Cc1cccc(N2CCN(CC(=O)NCc3ccccc3)CC2)c1C | -8% | -6% | -1% | -5 | 18% | 7% | 14% | 2% | -3%
Cc1ccc(OCc2nnc(SCC(=O)NCc3ccccc3)n2C)cc1 | -9% | -6% | -2% | -7 | 3% | 10% | 1% | -3% | -2%
O=C(CCn1ccc([N+](=O)[O-])n1)NC1CCCCCC1 | 1% | 7% | 0% | -11 | -4% | 1% | -5% | 0% | -6%
COC(=O)[C@H](CC(C)C)NC(=O)Cn1cnc2c(SC)nc(N)nc21 | -12% | 9% | 0% | -3 | 12% | -6% | -24% | 0% | 6%
COc1ccccc1C(=O)NCCN1CCN(c2ccccc2)CC1 | 3% | -4% | -3% | 1 | 14% | 4% | 21% | 6% | -4%
C(=N\Nc1nc2ccccc2s1)/c1ccco1 | -9% | 1% | -1% | -1 | -16% | 6% | -26% | -4% | -3%
CCOC(=O)C1CCCN(C(=O)CN2CCN(Cc3ccc(Cl)cc3)C2=O)C1 (stereo unspecified) | -15% | -4% | 0% | -2 | -3%[57.1 µM] | 1% | -48% | -2% | 4%[57.1 µM]
Cn1nc(C(C)(C)C)c([N+](=O)[O-])c1C(=O)N1CCCCCC1 | -9% | -7% | 1% | -6 | 20% | 0% | 31% | 0% | 1%
COc1cccc(C2=NOC(C(=O)NC(C)(C)C)C2)c1 (stereo unspecified) | 2% | 0% | -2% | 1 | 22% | 3% | -6% | 1% | 0%

The list goes on, starting with the last two of the part before.
SMILES | USP1 inh | Vif-APOBEC3F blk | GRP78 ERSR act | LDHA block | rTrxR1 inhibitor | IDH1 R132H inh | RGS4 inhibitor | Vif-APOBEC3G blk | TrxR1 substrate
Cn1nc(C(C)(C)C)c([N+](=O)[O-])c1C(=O)N1CCCCCC1 | -9% | -7% | 1% | -6 | 20% | 0% | 31% | 0% | 1%
COc1cccc(C2=NOC(C(=O)NC(C)(C)C)C2)c1 (stereo unspecified) | 2% | 0% | -2% | 1 | 22% | 3% | -6% | 1% | 0%
CCCOc1ccc(C(=O)NNC(=S)NC(=O)c2cc(-c3ccc(Cl)cc3)nc3ccccc23)cc1 | ? | 10% | ? | -6 | ? | -4% | ? | 6% | -8%
CC1=NN(C(C#N)c2ccc([N+](=O)[O-])cc2)C(C)(C)C1 (stereo unspecified) | -24% | -8% | 3% | -4 | 12% | -5% | 12% | 1% | 0%[57.1 µM]
COc1ccccc1Oc1ccc(S(=O)(=O)N2CCN(C)CC2)cc1 | -3% | 1% | -1% | -8 | 15%[57.1 µM] | 13% | 10% | 1% | -7%
CCOC(=O)C1(Cc2ccccc2C(F)(F)F)CCN(C(=O)c2cc(C(C)=O)n[nH]2)CC1 | -11% | 2% | 6% | -5 | 9%[57.1 µM] | 7% | -27% | 2% | 9%[57.1 µM]
CCN1C(=O)[C@H]2[C@@H](c3ccc(C)cc3)N[C@]3(CCCN(CC4CCCCC4)C3=O)[C@H]2C1=O | -10% | -11% | 0% | 0 | . | -1% | . | 0% | .
CCCn1c(N)c(C(=O)CN(C)CC(=O)Nc2c(Cl)cccc2Cl)c(=O)[nH]c1=O | -21% | -8% | -2% | -3 | 14% | -3% | -8% | -5% | 4%
Cc1ccc(Cn2nnc3c(=O)n(Cc4cccc(C)c4)cnc32)cc1 | ? | -4% | -3% | -5 | 2% | 0% | -1% | 0% | 3%
CCCc1nnc(SCC(=O)N2CCCC(C)C2)n1CC1CCCO1 (stereo unspecified) | -20% | -1% | -4% | -8 | 8% | 2% | -24% | 2% | 1%
Cc1ccc(NC(=O)c2ccco2)c(NC(=O)c2cccs2)c1 | ? | -4% | 1% | -15&-2 | 16% | 3% | 17% | 0% | 12%[57.1 µM]
CC(C)OC(=O)C1C2C=CC3(CN(Cc4cccs4)C(=O)C13)O2 (stereo unspecified) | -7% | -6% | 6% | -5 | -1% | 1% | -16% | 2% | -3%
COc1cc(C2CC(=O)OC3=C2C(=O)CC(C)(C)C3)cc(OC)c1OC (stereo unspecified) | -13% | 1% | -4% | -6 | 12%[57.1 µM] | 3% | -7% | 0% | 6%[57.1 µM]
O=C(O)CC(NC(=O)C12CC3CC(CC(C3)C1)C2)c1cccc([N+](=O)[O-])c1 (stereo unspecified) | ? | 3% | -3% | -6 | 24%[57.1 µM] | 2% | -10% | 1% | 9%[57.1 µM]
COc1cc(C2N(c3ccc(Cl)cc3)C(=O)C3CCCN32)cc(OC)c1OC (stereo unspecified) | -14% | 3% | -4% | -7 | 14% | -4% | 9% | 0% | 2%
NC(=S)n1[nH]c(-c2ccccc2)c(N=Nc2ccccc2C(=O)N2CCOCC2)c1=O | -19% | 3% | -6% | -5 | ? | 4% | 1% | 2% | 3%[57.1 µM]
CC(C)(CNC(=O)c1sc2cc(Cl)ccc2c1Cl)N1CCOCC1 | -24% | -4% | 5% | -1 | 8% | 2% | 36% | -1% | 0%
CCC1=C(c2ccc(C)cc2)S(=O)(=O)N=C1N1CCC(C(=O)NCCc2cccc(OC)c2)CC1 | 6% | 2% | 0% | -3 | 10% | -4% | 3% | 6% | -6%
COc1ccc(NS(=O)(=O)c2cccc(NC(=O)NCCCl)c2)cc1 | -5% | -3% | -7% | -4 | 27%[57.1 µM] | -3% | 14% | 0% | -14%
CN1CCC(=NNC(=O)c2ccc(N(Cc3ccc(Cl)cc3)S(C)(=O)=O)cc2)CC1 | -10% | 6% | 2% | 3 | 11% | 6% | 20% | -2% | 3%
Cc1ccccc1NCc1ccc(O)c2ncccc12 | 2% | -12% | 0% | 16 | 0.63µM* | 4% | -46% | 0% | 8%
Cc1nc2ccc(NC(=O)c3ccc(N4C(=O)CCC4=O)cc3)cc2s1 | -11% | 9% | -2% | -9 | 17%[57.1 µM] | 4% | 10% | 0% | 3%[57.1 µM]
Cc1cc(C(=O)OCC(=O)Nc2ccc(F)cc2F)c(C)o1 | -19% | -14% | 3% | -1 | 8% | 5% | -4% | -4% | 15%
COc1ccc(OCCC(=O)c2ccc(OC)cc2)cc1 | -3% | 2% | -16% | -6 | ? | -2% | -50% | -7% | 6%
Cc1cc(C)cc(OC(=O)CCN2C(=O)c3ccccc3C2=O)c1 | -8% | -3% | -2% | -4 | ? | 13% | -13% | 1% | -1%[57.1 µM]
CC1(C)NC(=O)N(CCOCCOc2ccccc2)C1=O | -4% | 0% | -1% | -7 | 20% | 1% | 14% | 1% | 12%
O=C(CSc1oc(-c2ccco2)nc1S(=O)(=O)c1ccc(Br)cc1)c1ccccc1 | -8% | -2% | -2% | 4 | -23% | -2% | -2% | -1% | 0%
COC(=O)c1ccc(CSc2nc3c(cnn3-c3ccc(F)cc3)c(=O)[nH]2)o1 | -3% | -14% | -1% | 0 | 5% | 5% | -7% | -9% | -2%
COc1cc(C(=O)NCC(c2cccs2)N2CCOCC2)c([N+](=O)[O-])cc1OC (stereo unspecified) | -21% | 0% | -2% | 16 | -3% | 2% | -16% | -2% | -4%
Cn1c(=O)c(S(=O)C2CCCCC2)c(O)c2ccccc21 (stereo unspecified) | -13% | 3% | -2% | -1 | 25% | -16% | 3% | 3% | -5%
COc1cccc2c1N1C(=O)c3c(C(=O)O)cccc3C1CC2(C)C (stereo unspecified) | -24% | -4% | -2% | -3 | -8% | 8% | -3% | 1% | -3%
CC(Sc1n[nH]c(N)n1)C(=O)Nc1cccc(S(=O)(=O)N2CCOCC2)c1 (stereo unspecified) | -11% | 8% | -4% | -1 | 11%[57.1 µM] | -2% | -23% | -1% | 4%
Cc1cc(C(=O)NNC(=O)c2ccc(C(F)(F)F)cc2)no1 | -3% | -9% | 2% | -3 | -22%[57.1 µM] | -2% | 7% | 2% | -14%[57.1 µM]
CC(C)CCOCC1CC2(CC(C)(c3csc(N)n3)OC2=O)C(=O)O1 (stereo unspecified) | -17% | 6% | -3% | 0 | 13% | 13% | -23% | -1% | 5%
COCCN1C=C(C(=O)OC)C(c2cc3c(cc2Br)OCO3)C(C(=O)OC)=C1 | -13% | 0% | 0% | 1 | -2% | 2% | -13% | 3% | 9%
O=C(COC(=O)c1ccc2c(c1)OCCO2)NCCc1ccc(F)cc1 | -23% | 5% | 6% | -1 | 7% | 5% | -3% | 1% | 3%
CCCCNc1ncnc2sc3c(c12)CCN(CCC)C3 | -13% | -9% | -7% | -2 | -17% | 0% | 17% | -3% | 60%[activator]
